Vif-APOBEC3F blk = qHTS for Inhibitors of Vif-A3F Interactions: qHTS | HeLa A3F-eYFP + Vif (tagged APOBEC3F with the HIV-1 protein that degrades it), YFP fluorescence increase | Potency, µM (series often up to 46.1 µM), for inactives: top-dose activity, negative = active | actives 0.2% (n = 390,000) | AID 602313, 2012; also: potency is read from the fitted curve at half-maximal effect; % of control where 0% means no effect; nearly all actives have a fitted effect of over 65% in size
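Fluorescence increase (Ex 488/Em 500-530) after overnight compound treatment at 37 deg C flags inhibition of Vif-driven A3F-eYFP loss in stable HeLa A3F-eYFP/Vif cells seeded overnight beforehand.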
RXFP1 ag = qHTS Assay for Agonists of the Relaxin Receptor RXFP1; AID 2676, 2010; Relaxin receptor 1 (Homo sapiens), Q9HBX9; Potency, µM (titrated, usually from 57.5 µM), for the others: top-dose activation, hits mostly activators; actives 0.3% (n = 370,000); HEK293T-RXFP1 cAMP TR-FRET, 30 min; response scale: percent of porcine relaxin response, buffer zero; also: potency is read from the fitted curve at half-maximal effect; % is scaled to controls: 0 for no effect and ±100 for the full control effect; nearly all actives have a fitted effect of over 60% in size; many of its hits are not listed in these tables
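cAMP rise read by TR-FRET after 30 min, 37C compound exposure (up to 58 uM) in RXFP1-transfected HEK293 cells with Ro 20174 present. EC50 from Hill-equation fits, with 29 nM porcine relaxin as 100% and buffer as basal.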
USP1-UAF1 inh = Inhibitors of USP1/UAF1: Primary Screen | recombinant USP1/UAF1, Ub-Rhodamine cleavage fluorescence | Potency, µM (highest dose often 57.1 µM), for inactives: at the highest dose activity change, negative = inhibition, hits mostly inhibitors | actives 0.23% (n = 390,000) | Ubiquitin carboxyl-terminal hydrolase 1 (Homo sapiens), O94782; also: potency is read from the fitted curve at half-maximal effect; % is scaled to controls: 0 for no effect and ±100 for the full control effect; nearly all actives have a fitted effect of over 60% in size; inactives centre near -12
Target sequence (O94782 whole entry, looked up): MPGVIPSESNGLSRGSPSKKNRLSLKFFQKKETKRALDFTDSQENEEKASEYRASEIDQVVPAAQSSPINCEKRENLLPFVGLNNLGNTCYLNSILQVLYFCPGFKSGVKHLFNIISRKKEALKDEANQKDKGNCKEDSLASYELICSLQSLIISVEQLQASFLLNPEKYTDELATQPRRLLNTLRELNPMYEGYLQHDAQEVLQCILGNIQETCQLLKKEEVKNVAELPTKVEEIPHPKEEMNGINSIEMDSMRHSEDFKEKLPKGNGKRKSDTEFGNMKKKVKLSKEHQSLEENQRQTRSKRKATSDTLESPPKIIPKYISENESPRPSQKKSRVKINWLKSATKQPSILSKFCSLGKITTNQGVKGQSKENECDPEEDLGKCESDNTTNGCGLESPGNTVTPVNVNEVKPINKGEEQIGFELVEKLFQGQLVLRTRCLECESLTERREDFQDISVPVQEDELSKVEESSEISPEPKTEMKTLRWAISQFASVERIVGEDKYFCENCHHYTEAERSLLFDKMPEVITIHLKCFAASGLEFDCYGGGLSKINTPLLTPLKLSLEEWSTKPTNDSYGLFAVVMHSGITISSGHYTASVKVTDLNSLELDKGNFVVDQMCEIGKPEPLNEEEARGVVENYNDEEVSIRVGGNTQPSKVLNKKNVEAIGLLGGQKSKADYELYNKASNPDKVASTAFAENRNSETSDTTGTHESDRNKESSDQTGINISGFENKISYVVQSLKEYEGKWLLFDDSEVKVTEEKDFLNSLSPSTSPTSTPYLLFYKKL
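1 nM enzyme complex + cpd, 15 min RT; start with Ub-Rho 150nM final; kinetic fluorescence ex 480/em 540, 6 reads q60 s. Buffer 50mM HEPES pH 7.8, 0.5mM EDTA, 0.1 mg/ml BSA, 1mM TCEP, 0.01% Tween-20.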
LDHA block = qHTS assay for inhibitors of human lactate dehydrogenase. activity change, % (values are at about 110 or 230 µM). actives 0.15% (n = 480,000). purified LDHA, NADH/diaphorase-resazurin fluorescence; stronger effect = lower value. AID 1347041, 2019. L-lactate dehydrogenase A chain (Homo sapiens), P00338; in the data active = activity change below about -30%; inconclusive = mostly about -25% to -30%;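 also: plate controls were DMSO wells for no effect and wells without enzyme for full effect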
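LDH5 2 nM; NADH 0.06 mM, pyruvate 0.2 mM; 200 mM Tris pH 7.4, EDTA, Tween-20; 5 min RT. Detection: diaphorase 0.133 mg/mL + resazurin 37 µM, fluorescence ex540/em590 at 0 and 20 min; normalized to enzyme-free and DMSO wells.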
mIDH1 inhibitor = qHTS for Inhibitors of mutant isocitrate dehydrogenase 1 (IDH1): qHTS; Isocitrate dehydrogenase [NADP] cytoplasmic (Homo sapiens), O75874; Potency, µM (top dose mostly 76.6 µM), without a hit: top-dose activity change, negative = inhibition, actives largely listed as inhibitors; actives 0.093% (n = 390,000); AID 602179, 2012; IDH1-R132H enzyme, NADPH consumption, diaphorase/resazurin fluorescence; also: potency is read from the fitted curve at half-maximal effect; % is scaled to controls: 0 for no effect and ±100 for the full control effect; nearly all actives have a fitted effect of over 65% in size
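IDH1-R132H (0.5 ug/mL dispensed) in pH 7.5 Tris buffer was preincubated 30 min with compound, then given a substrate mix of 0.016 mM NADPH and 2 mM alpha-KG for 80 min at room temperature; remaining NADPH was read by diaphorase/resazurin fluorescence.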
Vif-A3G inh = qHTS for Inhibitors of Vif-A3G Interactions: qHTS; DNA dC->dU-editing enzyme APOBEC-3G (Homo sapiens), Q9HC16; HeLa A3G-eYFP + Vif (tagged APOBEC3G with the HIV-1 protein that degrades it), YFP fluorescence, overnight; Potency, µM (highest dose often 46.1 µM), inactives show at the highest dose activity, negative = active, most hits filed as inhibitors; actives 0.076% (n = 410,000); AID 602310, 2012;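 also: potency is read from the fitted curve at half-maximal effect; % is scaled to controls: 0 for no effect and ±100 for the full control effect; nearly all actives have a fitted effect of over 60% in size; hits raise eYFP signal because A3G escapes Vif-driven loss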
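Read-out is eYFP fluorescence (Ex 488/Em 500-530) from Vif-expressing HeLa A3G-eYFP cells; more signal means A3G escaped Vif-mediated degradation. Cells plated overnight, compound pinned in, incubated overnight at 37 deg C.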
Glioma ERSR ind = qHTS for Inducers of the Endoplasmic Reticulum Stress Response (ERSR) in Human Glioma: qHTS; U87-MG GRP78 promoter luciferase reporter, 16 h; Potency, µM, for the others: at the highest dose activation, hits mostly activators; actives 0.02% (n = 420,000); AID 602332, 2012; also: potency is read from the fitted curve at half-maximal effect; series mostly up to about 76 µM; % of control where 0% means no effect; nearly all actives have a fitted effect of over 35% in size
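Stably transfected U87-MG human glioma cells carrying a GRP78-based luminescent sensor were seeded at 1000 cells/well, pin-dosed with compounds and incubated 16 h. Luciferase reagent was then added, and end-point luminescence was read after 10 min at room temperature.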
TrxR1 substrate = qHTS Assay for Substrates of Mammalian Selenoprotein Thioredoxin Reductase 1 (TrxR1): qHTS; Thioredoxin reductase 1, cytoplasmic (Rattus norvegicus), O89049; purified TrxR1 substrate turnover, NADPH consumption readout; Potency, µM (titrated, usually from 114 µM), inactives show top-dose activity change, negative = substrate turnover; actives 0.01% (n = 390,000); also: potency is read from the fitted curve at half-maximal effect; % is scaled to controls: 0 for no effect and ±100 for the full control effect; nearly all actives have a fitted effect of over 50% in size
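Rat TrxR1, dispensed at 90 nM, was prereduced with 400 uM NADPH (final) for 5 min at ~22 deg C, then incubated with compound 15 min before 400 uM selenite. A first-read NADPH fluorescence drop versus no-compound background flagged substrates.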
PI4K2A inh = qHTS for small molecular inhibitors of PI4K2A. purified PI4K2A, ADP-Glo luminescence, 1 h; stronger effect = lower value. Phosphatidylinositol 4-kinase type 2-alpha (Homo sapiens), Q9BTU6. activity change, negative = inhibition, % at 76.9 µM. actives 0.13% (n = 420,000); in the data active = activity change below about -50%; inconclusive = mostly about -30% to -49%;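 also: -100% = wells without enzyme as full effect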
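Compounds are screened against recombinant PI4K2A using PI as substrate and ATP, the latter dispensed at 300 microM. Reactions run one hour at ambient temperature before ADP-Glo detection; full inhibition defined by wells lacking enzyme.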
An asterisk follows results filed as active; ? = inconclusive; nt = no result given; & = joins results of further samples; [ ] = dose if it differs, or a comment. Unless noted, calls follow the shape of the dose curve; as a rule, active = well fitted curve in the direction sought with a large enough effect; inconclusive = small, poorly fitted or top-dose-only effect, or another doubt; inactive = no such curve, though single readings can be large; an effect the other way counts as inactive or inconclusive. A portion of the library. The share of hits here may be higher or lower than overall.

item	Molecule	Vif-APOBEC3F blk	RXFP1 ag	USP1-UAF1 inh	LDHA block	mIDH1 inhibitor
1	CCCOC(=O)C1=C(C)NC2=C(C(=O)CCC2)C1c1cc(OC)ccc1OC (centres undefined)	-7%	-0.7%	-3%	2	7%
2	CC(=NNc1ccc([N+](=O)[O-])cn1)c1ccccc1	-6%	nt	-7%	0	5%
3	COc1ccc(-c2noc(COc3ccc(C)c(C)c3)n2)cc1OC	13%	0.2%	-11%	1	0%
4	CC(=O)NC(CC(=O)O)C(=O)O (centres undefined)	0%	1.0%	-8%	-3	-9%
5	S=C(NCCc1ccccn1)Nc1ccccc1	3%	2.3%	-10%	-9	1%
6	CCc1nc2c(OCC(=O)C(C)(C)C)cccn2c1N(C)C(=O)c1ccc(C)cc1	nt	nt	nt	-14	nt
7	COC(=O)c1c(-c2cccs2)csc1NC(=O)c1cccnc1	nt	0.6%	-10%	-3	-9%
8	Cc1cc(O)c(C(C)C)cc1N=Cc1ccccc1O	0%	-0.2%	?	15	18%
9	COc1cccc(NC(=O)C2CC(=O)n3cnnc3S2)c1 (centres undefined)	-5%	-0.9%	-3%	0	3%
10	C=C(C)CNC(=S)NN=C1c2ccccc2-c2ccccc21	?	-1.3%	?	-8	-1%

item	Vif-A3G inh	Glioma ERSR ind	TrxR1 substrate	PI4K2A inh
1	0%	-2%	5%	-3
2	0%	3%	-11%	4
3	0%	0%	0%	5
4	-4%	?	6%	0
5	0%	2%	1%	6
6	-17%	-2%	nt	1
7	-25%	-9%	-2%	-2
8	-15%	-7%	-9%	-6
9	2%	-11%	2%	-2
10	-1%	-9%	9%[57.1 µM]	2

Remaining list, next part
item	Molecule	Vif-APOBEC3F blk	RXFP1 ag	USP1-UAF1 inh	LDHA block	mIDH1 inhibitor
11	COc1cccc(NC(=O)CSc2nc3c([nH]c4ccccc43)c(=O)n2-c2ccccc2)c1	-4%	0.2%	-16%	4	10%
12	O=C(NCc1ccccc1)C(c1cccs1)N(C(=O)c1csnn1)C1CC1 (centres undefined)	-6%	0.4%	-16%	0	3%
13	O=[N+]([O-])c1cc(S(=O)(=O)N2CCCC2)ccc1N/N=C1/CCCc2ccccc21	0%	2.2%	-20%	-1	4%
14	CCOc1cccc(C(=O)Nc2ccc3oc(Cc4ccc(Cl)cc4)nc3c2)c1	2%	1.3%	-29%	-7	-1%
15	CN(C)S(=O)(=O)c1cc(C(=O)O)c(NC2CCCCC2)cc1Cl	-5%	1.2%	-5%	-10	-4%
16	O=C(/C=C/c1ccco1)NCc1ccco1	12%	1.8%	-15%	0	9%
17	Cc1ccc(CN2CCCn3nc(C(=O)NCCc4ccc(Cl)cc4)cc3C2=O)cc1	-1%	0.4%	11%	-8	30%
18	Cc1ccnc(NS(=O)(=O)c2cccs2)c1	-6%	1.3%	5%	-4	4%
19	CCOC(=O)C1CCCN(Cc2nc3ccc([N+](=O)[O-])cc3c(=O)n2-c2ccc(OC)cc2OC)C1 (centres undefined)	0%	3.1%	-19%	-2	-6%
20	C=C(C)COc1ccc2c(C)c(CCC(=O)NC3CC3)c(=O)oc2c1	2%	0.1%	-24%	-4&1	-2%

item	Vif-A3G inh	Glioma ERSR ind	TrxR1 substrate	PI4K2A inh
11	-6%	0%	-3%[57.1 µM]	4
12	1%	-6%	6%[0.457 µM]	-2
13	3%	3%	2%	-1
14	-12%	-3%	-5%	-3
15	-8%	0%	1%	8
16	-1%	-1%	-6%	2
17	4%	-5%	2%[57.1 µM]	-10
18	1%	-4%	23%	1
19	-1%	-6%	-19%	3
20	3%	5%	321%[activator]	-7

(listing goes on)
item	Molecule	Vif-APOBEC3F blk	RXFP1 ag	USP1-UAF1 inh	LDHA block	mIDH1 inhibitor
21	NC(=O)CSc1ccc(S(=O)(=O)N2CCCCC2)cn1	-16%	2.1%	-25%	-20	-15%
22	CN(C)CC#Cc1cncc(C(=O)NNC(=O)Nc2ccc(Cl)cc2)c1	-8%	-0.1%	-10%	-8	15%
23	COc1cccc(NC(=O)C2CCCN(c3ncnc4c3nc3n4CCCCC3)C2)c1 (centres undefined)	11%	0.2%	-24%	-1	-9%
24	COc1ccc(C(O)c2nc(-c3cnn(C)c3)cs2)cc1 (centres undefined)	nt	nt	nt	0	nt
25	COc1ccc(OCC2c3cc(OC)c(OC)cc3CCN2C(=O)COc2ccc(Cl)cc2Cl)cc1 (centres undefined)	5%	6.3%	?	2	-6%
26	COc1ccc(-c2nc(CS(=O)CC(=O)N3CCN(C)CC3)c(C)o2)cc1 (centres undefined)	3%	0.9%	-11%	-2&4	10%
27	Cc1c(N(C)C(=O)c2ccc3c(c2)OCO3)c(=O)n(-c2ccccc2)n1C	-4%	-1.1%	-7%	-6	-2%
28	C=CCn1c(Cc2cccs2)nnc1SCC(=O)Nc1ccc(C(=O)OCC)cc1	6%	-0.2%	-15%	-3	13%
29	O=C(c1ccccc1)c1cc2ccccc2oc1=O	0%	2.4%	-17%	-5	-8%
30	O=C(NCc1ccncc1)/C(=N/O)c1ccccc1	-1%	0.0%	-13%	0	6%

item	Vif-A3G inh	Glioma ERSR ind	TrxR1 substrate	PI4K2A inh
21	-8%	-4%	-5%	3
22	-1%	-5%	5%[57.1 µM]	-4
23	-6%	-5%	0%	5
24	-1%	2%	nt	-4
25	-3%	-3%	-2%[57.1 µM]	1
26	0%	1%	-1%	3
27	2%	0%	3%[57.1 µM]	6
28	5%	-1%	-2%	4
29	-3%	6%	-1%	2
30	-2%	-15%	-6%[57.1 µM]	2

An excerpt from above, limited to Vif-APOBEC3F blk, TrxR1 substrate and Glioma ERSR ind.
cpd	Molecule	Vif-APOBEC3F blk	TrxR1 substrate	Glioma ERSR ind
23	COc1cccc(NC(=O)C2CCCN(c3ncnc4c3nc3n4CCCCC3)C2)c1 (centres undefined)	11%	0%	-5%
24	COc1ccc(C(O)c2nc(-c3cnn(C)c3)cs2)cc1 (centres undefined)	nt	nt	2%
25	COc1ccc(OCC2c3cc(OC)c(OC)cc3CCN2C(=O)COc2ccc(Cl)cc2Cl)cc1 (centres undefined)	5%	-2%[57.1 µM]	-3%

The listing continues:
item	Molecule	Vif-APOBEC3F blk	RXFP1 ag	USP1-UAF1 inh	LDHA block	mIDH1 inhibitor
31	Cc1cccc(N(CC(=O)Nc2cccc(Cl)c2C)S(C)(=O)=O)c1C	2%	1.6%	-17%	-6	-1%
32	O=[N+]([O-])c1cccc(C=Nc2cc3c(cc2Br)OCCO3)c1	-4%	-0.4%	1%	0	6%
33	CC(C)C[C@H]1CNC(=O)C(=O)N1CC1CCN(CCC(C)(C)C)CC1	5%	nt	?	-1	5%
34	COc1ccc(C2CC(=O)c3cc(-c4nc(-c5cccc([N+](=O)[O-])c5)cs4)c(=O)n(-c4ccc(OC)cc4)c3C2)cc1 (centres undefined)	1%	1.5%	3%	0	-6%
35	O=C(NCc1ccncc1)c1ccc(OCc2ccccc2)cc1	3%	nt	?	2	1%
36	Cc1c(Cl)c([N+](=O)[O-])nn1CCCC(=O)Nc1sc2c(c1C#N)CCC2	2%	0.8%	?	-2	4%
37	CCn1c(SCC(=O)Nc2ccc(C(C)=O)cc2)nnc1C1CC1	3%	0.0%	6%	0	3%
38	COc1ccc(C(=O)COC(=O)[C@H](C)Nc2ccc(C(F)(F)F)cc2[N+](=O)[O-])cc1	-19%	0.1%	-2%	-6	4%
39	Cc1ccc(NC(=S)NCCN(C2CCCCC2)C2CCCC2)cc1	2%	1.3%	-16%	-9	0%
40	O=C(Nc1ccccc1)c1nnn(Cc2ccccc2)c1NC(=O)C(F)(F)F	-3%	-0.3%	-10%	-9	-3%
41	O=C(NCc1cccc(C(F)(F)F)c1)c1csc([C@H]2C[C@H](O)[C@@H](CO)O2)n1	nt	nt	nt	-4	nt
42	Cc1cccc(CSc2nc(N)c(C#N)c(-c3cccs3)c2C#N)c1	-4%	8.7%	-21%	0	1%

item	Vif-A3G inh	Glioma ERSR ind	TrxR1 substrate	PI4K2A inh
31	-2%	-1%	-10%	2
32	3%	-2%	-12%	4
33	-1%	-3%	-3%	4
34	-4%	0%	2%	-2
35	-3%	1%	6%	-1
36	0%	-3%	4%	-6
37	0%	0%	-4%	0
38	2%	-5%	6%	-8
39	4%	-3%	-1%	9
40	0%	-3%	-3%	1
41	1%	-7%	nt	-1
42	-1%	-3%	19%	2
